Screens (PubChem BioAssay)
NPC1 promoter act – activates the NPC1 promoter. Huh7 NPC1 promoter luciferase reporter, 24 h. Potency, µM (doses to about 9.22 µM), for the others: at the top dose activation, usual class: activators. 2.4% of 320,000 active. AID 485313;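 note: potency is the fitted concentration of half-maximal effect; % of control where 0% means no effect; nearly all actives have a fitted effect of over 60% in size; reporter is driven by a mutant NPC1 promoter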
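Quantitative HTS used a cell-based reporter: Huh7 cells stably bearing the NPC1 promoter upstream of luciferase were treated with compounds for 24 h, and promoter activation was read as luminescence.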
Gal4-VP16 FLuc – counter-screen for ROR gamma inhibitors: Gal4-VP16 reporter. AID 2546. 3.5% of 310,000 active. Drosophila S2 Gal4-VP16 UAS-luciferase, luminescence, 20 h. Potency, µM (top dose mostly 53.6 µM), inactives show top-dose activity, negative = inhibition, actives largely listed as inhibitors;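 note: Gal4-VP16 expression switched on by copper sulfate through the metallothionein promoter; potency is the fitted concentration of half-maximal effect; % is set by controls: 0 for no effect and ±100 for the full control effect; nearly all actives have a fitted effect of over 50% in size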
Menin MLL FP TR – menin-MLL binding inhibition, Texas Red mutant peptide; O00255; Menin + Texas Red MLL mutant peptide, fluorescence polarization; Potency, µM (highest dose often 61.6 µM), for inactives: top-dose FP activity change, negative = inhibition, actives largely listed as inhibitors; 0.23% of 270,000 active; active = well fitted inhibition curve with a large enough effect in the polarisation, with a control signal flat, not every such curve was filed as active; inconclusive = small, poorly fitted or top-dose-only effect, or effect the other way, or a change in a side signal; inactive = no such curve, though single readings can be large or run the other way; the % refers to the polarisation; note: potency is the fitted concentration of half-maximal effect; % of control where 0% means no effect; many of its hits are not listed in these tables
Rab9 prom act – activators of Rab9 promoter; Huh7 Rab9 promoter-luciferase reporter, luminescence, 24 h; 2.8% of 320,000 active; Potency, µM (titrated, usually from 9.22 µM), inactives show at the highest dose activation, negative = inhibition, usual class: activators; note: potency is the fitted concentration of half-maximal effect; % of control where 0% means no effect; nearly all actives have a fitted effect of over 60% in size
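Steps: seed 1500 Huh7 Rab9-luc cells per well, rest 2 h at 37 °C; add compound in DMSO; incubate 24 h; add luciferase reagent, 10 min ambient; read luminescence.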
PKM2 activator – increases activity of human pyruvate kinase M2; P14618; purified PKM2, Kinase-Glo ATP luminescence, activation; response scale: 0% is enzyme alone, no compound; Potency, µM (doses to about 57.5 µM), for the others: top-dose activation, actives largely listed as activators; 0.34% of 260,000 active; note: potency is the fitted concentration of half-maximal effect; % is set by controls: 0 for no effect and ±100 for the full control effect; nearly all actives have a fitted effect of over 55% in size
Target sequence (P14618 whole entry, looked up): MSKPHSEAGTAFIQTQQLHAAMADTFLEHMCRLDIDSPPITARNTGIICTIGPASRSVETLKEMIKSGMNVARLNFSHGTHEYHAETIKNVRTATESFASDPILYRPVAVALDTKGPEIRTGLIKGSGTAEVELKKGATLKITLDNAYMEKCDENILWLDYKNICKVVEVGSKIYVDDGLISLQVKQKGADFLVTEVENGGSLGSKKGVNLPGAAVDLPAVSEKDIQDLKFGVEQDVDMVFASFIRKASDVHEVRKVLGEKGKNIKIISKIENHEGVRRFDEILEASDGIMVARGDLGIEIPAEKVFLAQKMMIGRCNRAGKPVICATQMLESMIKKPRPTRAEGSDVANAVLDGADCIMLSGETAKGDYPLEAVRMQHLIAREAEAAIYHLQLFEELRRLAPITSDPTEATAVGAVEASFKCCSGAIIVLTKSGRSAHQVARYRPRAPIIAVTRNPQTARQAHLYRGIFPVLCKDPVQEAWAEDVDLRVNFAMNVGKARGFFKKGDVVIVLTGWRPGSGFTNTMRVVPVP
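Purified hPK-M2 (>95% pure) converted ADP (0.1 mM final) to ATP with 0.5 mM PEP in 50 mM imidazole pH7.2, KCl, MgCl2, Tween 20, BSA; 1 h at room temperature. ATP detected by Kinase-Glo luminescence.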
Mito fusion act – blocks mitochondrial division or promotes mitochondrial fusion. S. cerevisiae fusion-defective mutant growth rescue, CellTiterGlo 48 h. Potency, µM (series often up to 46.1 µM), for inactives: at the highest dose growth rescue (activation), most hits filed as activators. 0.23% of 320,000 active;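 note: potency is the fitted concentration of half-maximal effect; % of control where 0% means no effect; nearly all actives have a fitted effect of over 45% in size; temperature-sensitive fusion mutants such as fzo1-1 at 37 °C on non-fermentable ethanol glycerol medium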
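Compounds are tested for their ability to restore growth of mitochondrial fusion-defective yeast strains at non-permissive 37C in YPEG medium over 48 hours. Viability is quantified by luciferase luminescence.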
RORg inh – blocks mouse ROR gamma transcriptional activity. P51450. Drosophila S2 Gal4-RORgamma UAS-luciferase reporter, 20 h. Potency, µM (series often up to 53.6 µM), without a hit: top-dose activity change, negative = inhibition, hits mostly inhibitors. 5.4% of 310,000 active. AID 2551; note: potency is the fitted concentration of half-maximal effect; % is set by controls: 0 for no effect and ±100 for the full control effect; nearly all actives have a fitted effect of over 60% in size
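Read-out: Photinus luciferase luminescence; inhibitors lower reporter signal. Insect Schneider cells with Gal4-ROR gamma fusion under metallothionein promoter, UAS reporter; 700 uM final copper sulfate induction, 20 hr, ambient temperature.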
KCNH2 3.1 block – KCNH2 3.1 (human) potassium channel inhibition; U2OS KCNH2 3.1, thallium flux FluxOr; active compounds read low; activity change, % (tested at about 1.8 µM); 0.95% of 340,000 active;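 active = maximum activity change below -70%; inconclusive = maximum activity change from -70% to -50%; inactive = maximum activity change above -50%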;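 note: thallium influx rate constant from kinetic fluorescence after stimulation buffer; % is set by controls: 0 for no effect and ±100 for the full control effect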
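Normalized rate constant (relative to positive and negative DMSO controls) derived from a 2 min kinetic fluorescence read after stimulation; U2OS cells expressing the 3.1 isoform via virus at 1.77 x 10^8 /mL.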
ELG1 DNA repair – ELG1-dependent DNA repair inhibition; HEK293T ELG1-luciferase reporter, luminescence, 16 h; DNA damage induced by 5-fluorouridine; Potency, µM (doses to about 46.1 µM), without a hit: top-dose activity change, negative = inhibition, actives largely listed as inhibitors; 2.3% of 330,000 active; AID 504467; note: potency is the fitted concentration of half-maximal effect; % is set by controls: 0 for no effect and ±100 for the full control effect; nearly all actives have a fitted effect of over 55% in size
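In this reporter screen, reduction of luminescence relative to DMSO vehicle indicated activity. Compounds and 5-fluorouridine were added together to 2,000 cells per well, incubated for 16 hr at 37 °C, then developed with ONE-Glo.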
MBNL1 CUG block – blocks human MBNL1 binding to CUG repeat RNA; Q9NR56; TR-FRET MBNL1-His/biotin-(CUG)12 binding, 665/545 ratio; Potency, µM (top dose mostly 57.5 µM), without a hit: at the top dose activity change, negative = inhibition, actives largely listed as inhibitors; 0.036% of 280,000 active; AID 2675; active = well fitted inhibition curve with a large enough effect in the signal ratio, with a control signal flat, not every such curve was filed as active; inconclusive = small, poorly fitted or top-dose-only effect, or effect the other way, or a change in a side signal; inactive = no such curve, though single readings can be large or run the other way; the % refers to the signal ratio; note: potency is the fitted concentration of half-maximal effect; % is set by controls: 0 for no effect and ±100 for the full control effect
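MBNL1-His + Biotin-(CUG)12, cpd titration 92 nM–58 uM; Tb anti-His Ab 0.055 ng/ul, SA-XL665 5 nM (final); 60 min RT; ratiometric 665/545 nm, Ex 340 nm; normalized to buffer and full-complex controls.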
FLuc counter – firefly luciferase modulation, counter-screen for miR-21 project; P08659; purified FLuc, Km substrates, luminescence inhibition; Potency, µM (titrated, usually from 57.5 µM), for the others: at the top dose activity change, negative = inhibition, actives largely listed as inhibitors; 6.9% of 360,000 active; AID 588342;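 note: potency is the fitted concentration of half-maximal effect; plate controls were vehicle for no effect and reference inhibitor for full effect; nearly all actives have a fitted effect of over 55% in size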
Target sequence (P08659 whole entry, looked up): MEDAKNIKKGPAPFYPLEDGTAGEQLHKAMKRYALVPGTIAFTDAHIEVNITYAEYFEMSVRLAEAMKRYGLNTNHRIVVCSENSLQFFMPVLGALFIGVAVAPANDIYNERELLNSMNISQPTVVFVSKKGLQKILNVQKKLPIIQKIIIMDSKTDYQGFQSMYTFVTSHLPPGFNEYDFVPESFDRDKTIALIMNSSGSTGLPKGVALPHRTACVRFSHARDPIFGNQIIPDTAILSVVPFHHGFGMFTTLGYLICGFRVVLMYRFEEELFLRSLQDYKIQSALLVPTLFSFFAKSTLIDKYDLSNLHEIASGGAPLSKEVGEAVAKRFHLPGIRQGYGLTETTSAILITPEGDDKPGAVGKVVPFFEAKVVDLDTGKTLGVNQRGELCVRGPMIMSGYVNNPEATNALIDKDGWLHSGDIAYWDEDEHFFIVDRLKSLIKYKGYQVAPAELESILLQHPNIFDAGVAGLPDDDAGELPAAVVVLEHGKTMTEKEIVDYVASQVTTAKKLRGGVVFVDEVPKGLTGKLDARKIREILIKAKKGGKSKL
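Purified P. pyralis luciferase, 10 nM final, with Km-level 10 uM D-luciferin and 10 uM ATP in 50 mM Tris acetate pH 7.5, 10 mM Mg acetate, 0.01% Tween-20, 0.05% BSA; 6-point qHTS titration about 60 µM downward; luminescence read.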
An asterisk follows results filed as active; ? = inconclusive; . = no result given; & = joins results of further samples; [ ] = dose if it differs, or a comment. Unless noted, calls come from the whole dose curve; as a rule, active = well fitted curve in the direction sought with a large enough effect; inconclusive = small, poorly fitted or top-dose-only effect, or another doubt; inactive = no such curve, though single readings can be large; an effect the other way counts as inactive or inconclusive. These rows are one share of the data (hit frequency here may not be typical).

SMILES	NPC1 promoter act	Gal4-VP16 FLuc	Menin MLL FP TR	Rab9 prom act	PKM2 activator	Mito fusion act	RORg inh	KCNH2 3.1 block	ELG1 DNA repair	MBNL1 CUG block	FLuc counter
CCOC(=O)C1CCCN(c2ncnc3c2cnn3-c2cccc(C)c2)C1 (stereo not given)	24%	-6%	-16%	28%	-2%	1%	-4%	5	?	-13%	24µM*
CC(C)CNC(=S)NC(=O)c1ccc(Cl)cc1Cl	17%	5.6µM*	4%	28%	-21%	-2%	7.1µM*	13	?	-3%	?
COc1cccc(C(=O)NNC(=O)/C=C/c2ccccc2)c1	1%	-10%	.	-4%	-1%	0%	-13%	2	1%	?	1%
CCOc1ccc(/C=N/OCC(=O)NCc2cccs2)cc1	2%	-5%	7%	0%	6%	-10%	22%	-24	0%	-3%	-5%
CC(C)(C)C(=O)CN1C(=O)NC2(CCOc3ccccc32)C1=O (stereo not given)	2%	4%	.	0%	-2%	1%	-21%	5	3%	-8%	-2%
CCOC(=O)c1ccc(-c2c(C)cc3oc(=O)cc(-c4ccccc4)c3c2C)cc1	.	-7%	1%	.	.	.	34%	13	1%	.	.
O=C(O)c1oc2ccccc2c1CN1CCN(c2ccccc2)CC1	0%	4%	0%	1%	-8%	-3%	42%	-3	10%	-4%	0%
CCCCNS(=O)(=O)c1ccc2nc(-c3cccnc3)cc(C(=O)NC(C)CC)c2c1 (stereo not given)	-5%	-19%	8%	-8%	0%	-2%	?	15	7%	-9%	2%
CC1CC(C)CN(C(=O)CCNC(=O)Cn2cnc3ccccc3c2=O)C1 (stereo not given)	1%	0%	-1%	-5%	0%	?	19%	-1	7%	1%	-5%
Cc1c(OC(C)C(=O)NCCCN2CCOCC2)ccc2c3c(c(=O)oc12)CCCC3 (stereo not given)	-1%	-7%	-12%	-3%	.	14%	-10%	9	12%	1%	-1%
CCOc1ccccc1-n1c(SCC(N)=O)nnc1-c1ccco1	1%	1%	?	0%	-15%	0%	3%	?	10%	-18%	-2%
CCOc1ccc(C(=O)Cc2cc(OC)c(OC)cc2[N+](=O)[O-])cc1	?	-2%	33%[activator]	?	1%	0%	8%	6	27%	9%	-11%
Cc1ccc(NC(=O)c2ccc(C)cc2)cc1	0.45µM*	.	.	0.25µM*	.	9%	.	-9	?	.	0.85µM*
O=C(Cc1ccc(Br)cc1)N(Cc1ccccc1)c1ccccn1	-9%	-1%	2%	-2%	3%	24%	6%	4	-10%	0%	-3%
COc1ccc(NC(=O)COC(=O)[C@@H](NC(=O)c2c(F)cccc2F)C(C)C)cc1	3%	4%	2%	1%	-1%	3%	-2%	8	-7%	-6%	-13%
COc1ccc(S(=O)(=O)N2CCCCCC2)cc1NC(=O)c1ccccc1S(C)(=O)=O	-3%	.	.	-3%	.	0%	.	0	8%	.	.
Cc1cc(Sc2nc(NC(C)(C)C)nc(N3CCOCC3)n2)nc(Cl)n1	1%	-15%	-8%	0%	0%	1%	-14%	-12	13%	-1%	5%
NS(=O)(=O)c1ccc(Nc2nc(-c3ccccc3)cs2)cc1	30%	-28%	?	?	7%	-4%	?	6	13%	12%	21µM*
COc1ccccc1CCc1nnc(CCC(=O)NC(C)Cc2cccnc2)o1 (stereo not given)	0%	0%	-6%	1%	-6%	0%	21%	-7	-2%	-6%	-2%
Cc1ccc(CCNC(=O)CS(=O)Cc2nc(-c3ccccc3Cl)oc2C)cc1 (stereo not given)	-4%	6%	.	-6%	.	2%	2%	-11	-1%	-4%	-1%&-19%

Part of the list above in order of heavy-atom count, ascending:
SMILES	NPC1 promoter act	Gal4-VP16 FLuc	Menin MLL FP TR	Rab9 prom act	PKM2 activator	Mito fusion act	RORg inh	KCNH2 3.1 block	ELG1 DNA repair	MBNL1 CUG block	FLuc counter
CC(C)(C)C(=O)CN1C(=O)NC2(CCOc3ccccc32)C1=O (stereo not given)	2%	4%	.	0%	-2%	1%	-21%	5	3%	-8%	-2%
O=C(Cc1ccc(Br)cc1)N(Cc1ccccc1)c1ccccn1	-9%	-1%	2%	-2%	3%	24%	6%	4	-10%	0%	-3%
COc1ccc(NC(=O)COC(=O)[C@@H](NC(=O)c2c(F)cccc2F)C(C)C)cc1	3%	4%	2%	1%	-1%	3%	-2%	8	-7%	-6%	-13%

(cont.)
SMILES	NPC1 promoter act	Gal4-VP16 FLuc	Menin MLL FP TR	Rab9 prom act	PKM2 activator	Mito fusion act	RORg inh	KCNH2 3.1 block	ELG1 DNA repair	MBNL1 CUG block	FLuc counter
COc1ccc(NC(=O)C2=C(C)NC(=S)NC2c2ccc(O)c(OC)c2)cc1 (stereo not given)	-2%	-6%	5%	-3%	5%	-3%	0%	7	-3%	-2%	6%
Cc1nc2c([N+](=O)[O-])c(C)c(C)cc2[nH]1	2%	?	-5%	-5%	0%	-6%	?	20	-7%	?	-1%
CNC(=O)c1ccccc1NC(=O)c1c(O)c2c([nH]c1=O)CCCC2	2%	9%	-7%	-6%	4%	-2%	28%	7	?	-7%	?
O=c1oc2c(CN3CCCCC3)c(O)ccc2c2c1CCCC2	-2%	-2%	-4%	-1%	-2%	-1%	-23%	-6	5%	12%	-9%
O=S(=O)(c1ccc(SCc2ccccc2F)nc1)N1CCCC1	6%	.	.	8%	.	6%	.	-1	?	.	-19%
CCN(Cc1ccncc1)C(=O)c1cccs1	-1%	2%	16%	1%	-2%	1%	-9%	-1	6%	-16%	?
C/C(Cl)=C\Cn1c(N2CCCC2)nc2c1c(=O)[nH]c(=O)n2C	-1%	-4%	?	6%	-2%	2%	21%	-5	6%	2%	4%
Cc1ccc(C)c(OCC(=O)NNC(=O)C2CCC2)c1	0%	.	.	-3%	.	2%	.	19	-7%	.	9%
Cc1ccc(C(=O)NNC(=S)Nc2cccc(Cl)c2Cl)cc1[N+](=O)[O-]	10%	?	?	1%	-6%	10%	-1%	-12	-1%	-1%	4%
Cc1cc(C)c2c(c1)C1(OCCO1)C(=O)N2	-1%	3%	-7%	2%	.	-3%	-1%	4	?	7%	-2%
Cc1ccc2nc(N(CCCN(C)C)C(=O)COc3ccc(Cl)cc3)sc2c1	-7%	-10%	?	12%	11%	-9%	7%	-19	21%	8%	1%
Cn1nc(C(=O)NCCOc2ccccc2)c2ccccc2c1=O	1%	5%[10 µM]	10%	-2%	0%	11%	15%	-119*	-16%	-15%	-3%
O=C(O)c1ccc(NC(=O)c2ccc(Cl)cc2)c(NC(=O)c2ccc(Cl)cc2)c1	-1%	3%	?	21%	-17%	1%	12%[1.91 µM]	6	-3%	-1%	?
CC1=C(C(=O)Nc2cccc(C(=O)N3CCN(c4cccc(C(F)(F)F)c4)CC3)c2)SCCO1	-2%	?	.	5%	.	9%	37%	6	-29%	1%	2%
CN(Cc1ccccc1)C(=O)c1ccccc1Br	-3%	1%	-3%	-4%	-3%	8%	9%	1	-15%	1%	-1%
COC(=O)c1ccccc1NC(=S)N1CCC(N2CCCCC2)CC1	-3%	-4%	-9%	-7%	1%	4%	-10%	2	3%	3%	-1%

Full records, quoted from the list. Values in the order: NPC1 promoter act, Gal4-VP16 FLuc, Menin MLL FP TR, Rab9 prom act, PKM2 activator, Mito fusion act, RORg inh, KCNH2 3.1 block, ELG1 DNA repair, MBNL1 CUG block, FLuc counter
`COc1ccc(NC(=O)C2=C(C)NC(=S)NC2c2ccc(O)c(OC)c2)cc1` (stereo not given) reads -2%, -6%, 5%, -3%, 5%, -3%, 0%, 7, -3%, -2%, 6%
`COC(=O)c1ccccc1NC(=S)N1CCC(N2CCCCC2)CC1` reads -3%, -4%, -9%, -7%, 1%, 4%, -10%, 2, 3%, 3%, -1%
`CCOc1ccccc1-n1c(SCC(N)=O)nnc1-c1ccco1` reads 1%, 1%, ?, 0%, -15%, 0%, 3%, ?, 10%, -18%, -2%
